Assay outcomes: PubChem, Dana-Farber Cancer Institute and Novartis Institutes for BioMedical Research (Cambridge, Mass)
UCHL1 inh: inhibitors of human UCHL1 deubiquitinase; P09936; purified UCHL1, Ub-rhodamine cleavage fluorescence; inhibition, % at 20 µM; 47,000 tested, 0.2% active; AID 1645859
USP10 block: blocks human USP10 ubiquitin-rhodamine cleavage; Q14694; purified USP10, Ub-rhodamine fluorescence, 60 min; inhibition, % at 20 µM; 47,000 tested, 1.1% active; AID 1645856
USP30 block: inhibitors of human USP30 deubiquitinase; inhibition, % at 25 µM; Q70CQ3; purified USP30, Ub-rhodamine cleavage fluorescence; 47,000 tested, 5.3% active; AID 1645860
Target sequence (Q70CQ3 whole entry, looked up): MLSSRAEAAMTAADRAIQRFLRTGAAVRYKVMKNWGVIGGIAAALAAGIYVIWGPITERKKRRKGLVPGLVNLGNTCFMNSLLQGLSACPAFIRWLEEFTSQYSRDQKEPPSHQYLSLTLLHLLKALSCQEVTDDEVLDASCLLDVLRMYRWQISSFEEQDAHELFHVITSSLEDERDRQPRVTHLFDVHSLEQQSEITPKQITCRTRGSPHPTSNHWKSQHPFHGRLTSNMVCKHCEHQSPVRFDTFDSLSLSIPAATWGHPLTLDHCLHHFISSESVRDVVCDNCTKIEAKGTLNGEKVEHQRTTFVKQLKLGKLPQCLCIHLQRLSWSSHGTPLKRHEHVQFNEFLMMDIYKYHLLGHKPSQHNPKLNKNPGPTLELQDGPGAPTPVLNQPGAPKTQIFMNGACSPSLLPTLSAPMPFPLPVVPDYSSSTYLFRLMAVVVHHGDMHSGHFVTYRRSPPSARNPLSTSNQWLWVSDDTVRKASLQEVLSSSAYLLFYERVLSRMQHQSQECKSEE
OTUD3 inh: human OTUD3 deubiquitinase inhibition. Q5T2D3. purified OTUD3, Ub-rhodamine fluorescence, 2 h. inhibition, % at 25 µM. 47,000 tested, 0.7% active. AID 1645858
Target sequence (Q5T2D3 whole entry, looked up): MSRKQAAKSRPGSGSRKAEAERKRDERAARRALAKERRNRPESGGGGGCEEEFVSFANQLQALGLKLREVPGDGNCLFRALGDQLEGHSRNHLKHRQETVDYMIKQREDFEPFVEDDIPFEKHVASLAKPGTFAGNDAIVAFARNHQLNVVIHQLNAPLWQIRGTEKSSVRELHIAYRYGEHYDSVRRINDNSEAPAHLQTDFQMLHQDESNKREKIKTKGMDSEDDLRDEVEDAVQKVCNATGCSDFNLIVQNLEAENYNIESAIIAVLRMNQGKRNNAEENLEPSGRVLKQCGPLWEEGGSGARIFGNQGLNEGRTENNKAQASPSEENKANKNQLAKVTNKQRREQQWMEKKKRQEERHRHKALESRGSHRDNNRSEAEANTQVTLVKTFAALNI
USP7 inh: inhibitors of human USP7 deubiquitinase; Q93009; purified USP7, Ub-rhodamine cleavage fluorescence; inhibition, % at 20 µM; 47,000 tested, 0.3% active; AID 1645854
USP28 block: inhibitors of human USP28 deubiquitinase | Q96RU2 | 47,000 tested, 3% active | inhibition, % at 25 µM | AID 1645857 | purified USP28, Ub-rhodamine cleavage fluorescence, 30 min
USP8 block: human USP8 deubiquitinase inhibition; purified USP8, Ub-rhodamine cleavage fluorescence, 30 min; inhibition, % at 20 µM; 47,000 tested, 4.2% active; AID 1645853
USP17 block: inhibitors of human USP17 deubiquitinase; A8MUK1; purified USP17, Ub-rhodamine cleavage fluorescence, 3 h; inhibition, % at 50 µM; 47,000 tested, 6.5% active; AID 1645855
Starred values were filed as active, the others as inactive; · = not tested or not shown. Rule as the data show it: active = inhibition above about 30%; inactive = the rest. An unsorted share of the library. Share with any hit: about 14%.

Molecule	UCHL1 inh	USP10 block	USP30 block	OTUD3 inh	USP7 inh	USP28 block	USP8 block	USP17 block
O=C(c1cccnc1)N1CCCC1c1nnn2cc(-c3cccc(F)c3)ccc12 (stereo not drawn)	-25	-10	-434	-116	-32	-136	-127	-121
Cc1nc2nc(C(c3ccccc3)c3ccccc3)[nH]n2c(=O)c1C	0	4	16	8	2	7	11	11
O=C(Cc1ccccc1Cl)NC1(c2nc(-c3cnccn3)no2)CCCCC1	5	1	21	18	-13	13	18	16
COC(=O)CC1C(=O)NCCN1C(=O)c1ccc(C)c(C)c1 (stereo not drawn)	1	0	17	5	2	2	1	2
CC1OC(OC2C(Oc3cc(O)c4c(c3)OC(c3ccc(O)cc3)CC4=O)OC(CO)C(O)C2O)C(O)C(O)C1O (stereo not drawn)	1	-1	10	-1	-3	3	1	-9
CCn1c(CNS(=O)(=O)c2ccc(Br)cc2)nnc1SCc1cccc(OC)c1	0	5	3	0	-10	7	1	4
CCN1CC2(CCN(C(=O)c3cccn3C)CC2)COc2ccccc2S1(=O)=O	-2	-2	0	1	-1	1	-93	-16
Cn1c(CN2C[C@@H](O)[C@H](NC(=O)c3cscn3)C2)nc2ccccc21	-5	-4	-30	-8	-2	-19	-27	-26
CCCn1c(C2CC(=O)N(c3cccc(C)c3)C2)nc2ccccc21 (stereo not drawn)	4	1	24	8	0	16	11	6
OCC1CSC(c2ccccc2O)=N1 (stereo not drawn)	5	4	27	8	5	10	1	30*
Cc1ccccc1OCC(=O)N1CCN(S(=O)(=O)c2ccc3c(c2)OCCCO3)CC1	3	3	38*	9	0	22	8	8
CNc1nc2c(c(=O)n1Cc1ccccc1)CCN(S(N)(=O)=O)C2	-1	0	-1	5	0	-6	0	-18
CNC(=O)[C@H]1CCS(=O)(=O)[C@@H]2CN(Cc3ccc(C)cc3)C[C@H]12	-3	-1	-10	-6	-4	-25	-30	-11
O=C(NCc1ccc(Cl)cc1)C1CCCN(c2nnc3ccccn23)C1 (stereo not drawn)	1	-2	-2	4	-4	0	7	-2
Cc1ccc(C)c(NC(=O)C(Sc2nnc(-c3ccccc3)n2C)c2ccccc2)c1 (stereo not drawn)	1	7	1	-2	-3	-12	0	0
CSCC[C@@H](NC(=O)[C@@H]1CCCN1C(=O)[C@H](Cc1ccccc1)n1c(=O)[nH]c2ccccc2c1=O)C(=O)O	5	2	13	8	3	4	-2	6
Cc1cccc(CNC(=O)c2csc(C(=O)N3CCCC3)n2)c1	1	1	15	16	3	6	23	2
CC(=O)Nc1ccc(-n2nnc(C(=O)NC3CC3)n2)cc1	-2	1	0	-2	2	-1	-6	-2
Cc1cccc(NC(=O)N2CCc3[nH]cnc3C2c2ccncc2)c1 (stereo not drawn)	-2	0	-1	-10	4	0	10	1
CCCCn1c(=O)c(CCC(=O)OCC(=O)Nc2ccccc2C#N)nc2ccccc21	-4	-2	-178	-11	-5	-110	-7	-9

3 successive compounds already listed, for reference:
Molecule	UCHL1 inh	USP10 block	USP30 block	OTUD3 inh	USP7 inh	USP28 block	USP8 block	USP17 block
O=C(c1cccnc1)N1CCCC1c1nnn2cc(-c3cccc(F)c3)ccc12 (stereo not drawn)	-25	-10	-434	-116	-32	-136	-127	-121
Cc1nc2nc(C(c3ccccc3)c3ccccc3)[nH]n2c(=O)c1C	0	4	16	8	2	7	11	11
O=C(Cc1ccccc1Cl)NC1(c2nc(-c3cnccn3)no2)CCCCC1	5	1	21	18	-13	13	18	16

The listing picks up, starting two compounds before the break.
Molecule	UCHL1 inh	USP10 block	USP30 block	OTUD3 inh	USP7 inh	USP28 block	USP8 block	USP17 block
Cc1cccc(NC(=O)N2CCc3[nH]cnc3C2c2ccncc2)c1 (stereo not drawn)	-2	0	-1	-10	4	0	10	1
CCCCn1c(=O)c(CCC(=O)OCC(=O)Nc2ccccc2C#N)nc2ccccc21	-4	-2	-178	-11	-5	-110	-7	-9
O=C1C2Cc3c([nH]c4ccccc34)C(c3ccccc3)N2C(=O)CN1C1CCCCC1 (stereo not drawn)	6	0	-11	6	-103	0	6	7
O=C(c1nc(-c2cnccn2)no1)N1CCN(Cc2ccccc2)CC1	1	1	14	16	-3	9	-20	-6
O=C(Nc1ccc(F)cc1)c1cc(CN2CCCC2)on1	1	-1	-10	-8	-5	-12	-3	-11
Cc1cc(C)n2nc(CN(C(=O)c3ccco3)c3cccc(Cl)c3)nc2n1	0	-1	-10	-2	-4	0	4	-8
Cc1cc(C)n2cc(-c3ccc4ccccc4c3)c(C#N)c2n1	3	-2	-9	11	7	1	-37	-11
CC(C)NC(=O)COc1ccccc1-c1nnc(-c2ccccc2)o1	7	0	50*	9	1	21	1	30
O=C(Cn1c(=O)n(Cc2cccs2)c(=O)c2ncccc21)N1CCCc2ccccc21	0	-7	4	-4	-47	3	-2	-32
CCC(=O)NC1CCN(c2nc3c(s2)c(C)nn3-c2ccc(OC)cc2)CC1	0	-3	-13	-5	-2	-5	-4	-3
CC(=O)c1ccc(NC(=O)CCc2c(C)c3c(C)nn(-c4ccccc4)c3n(C)c2=O)cc1	0	18	-8	9	-2	-3	1	38*
Cc1cc(F)ccc1NS(=O)(=O)c1ccccc1C(F)(F)F	1	4	14	4	-1	7	7	4
O=S(=O)(c1cn[nH]c1)N1CCCC1c1cccc(Cc2ccccc2)n1 (stereo not drawn)	4	2	27	7	-2	25	18	15
COc1cccc(-c2cc(C(F)(F)F)c3c(-c4ccccc4)nn(-c4ccccc4)c3n2)c1	-5	-5	-30	-8	-2	-16	-5	-29
COc1ccc(-c2noc(CC(=O)Nc3ccc(NC(C)=O)nc3)n2)cc1	-1	-6	-120	-27	4	-39	19	6
Cc1nn(Cc2ccccc2)c2sc(C(=O)Nc3nc4ccccc4[nH]3)cc12	4	20	44*	16	10	27	84*	67*
O=C(COc1ccc(F)cc1)N(CC1=CCS(=O)(=O)C1)c1ccccc1	0	-1	6	4	-6	3	3	5
COC(=O)C12Oc3cc4c(c(O)c3C(O)=C1C(=O)CCC2O)C1C=CC2(C4)C(=O)c3cc(C)cc(O)c3C(O)=C2C1=O (stereo not drawn)	-4	-10	-63	18	-29	30	-59	48*
Cc1cccc(NC(=O)Nc2cc(C)cc(C)n2)c1	-3	8	13	-6	3	-7	4	0
CN1C(=O)c2cccnc2Sc2cc(NC(=O)Cc3cccc(F)c3)ccc21	-5	-2	-16	-15	-3	-11	-2	-2
Cn1c(N2CCC(C(=O)NCC3CC3)CC2)nc2ccccc21	0	1	-1	-2	-3	8	3	0
COc1ccc2c(c1)CC(C(=O)NCc1ccccc1OC)CO2 (stereo not drawn)	1	1	18	10	-3	5	16	11

Looked up above:
USP8 block with O=C(Cn1c(=O)n(Cc2cccs2)c(=O)c2ncccc21)N1CCCc2ccccc21 → -2
UCHL1 inh with Cc1cc(C)n2nc(CN(C(=O)c3ccco3)c3cccc(Cl)c3)nc2n1 → 0

Going on with the list:
Molecule	UCHL1 inh	USP10 block	USP30 block	OTUD3 inh	USP7 inh	USP28 block	USP8 block	USP17 block
CS(=O)(=O)NC[C@@H]1OC[C@H]2CN(Cc3ccccc3)CC[C@H]21	0	4	-1	0	-2	-1	-65	-8
CCN1CC[C@@]2(C(=O)N3CCOCC3)CCN(C(=O)Nc3ccccc3)CC[C@@H]12	5	1	20	14	6	12	0	11
Cc1cnc(N2CC[C@@H]3[C@@H](CO[C@H]3CNS(C)(=O)=O)C2)nc1	0	1	-1	4	5	2	-67	-11
COc1ccc(-c2nnn(CC(=O)N(c3ccc4c(c3)OCCO4)C(C(=O)NC(C)(C)C)c3ccc(F)cc3)n2)cc1 (stereo not drawn)	-4	0	-12	-10	1	-11	0	-6
COc1ccc(OC)c(C2c3c(oc4ccccc4c3=O)C(=O)N2c2nc3ccc(OC)cc3s2)c1 (stereo not drawn)	-3	3	4	1	2	0	-9	5
CC[C@@]1([C@@H]2O[C@@H]([C@H]3O[C@@](O)(CO)[C@H](C)C[C@@H]3C)C[C@@H]2C)CC[C@H]([C@]2(C)CCC3(C[C@H](O)[C@@H](C)[C@@H]([C@@H](C)[C@H](OC)[C@H](C)C(=O)O)O3)O2)O1 (stereo partly drawn)	1	0	19	4	5	3	0	5
CCn1c(Cn2cccn2)nc2cc(NC(=O)c3ccc(F)cc3)ccc21	-4	-1	0	-4	0	53*	-14	-5
O=C(COc1cccc(-c2noc(-c3ccc([N+](=O)[O-])cc3)n2)c1)Nc1ccccc1	-2	22	0	0	7	-2	9	1
Cc1ccc(CNc2nc3c(-c4ccc(C)cc4)nnn3c3ccccc23)cc1	-1	3	0	-1	6	-4	4	5
CN1CCCC(OC(=O)c2cc(Cl)cc(Cl)c2)C1 (stereo not drawn)	3	4	33*	17	-6	23	32*	·
Cc1ncc(-c2cncc(CC3CCCN(C(=O)c4ccc5nc[nH]c5c4)C3)n2)n1C (stereo not drawn)	2	-1	4	1	4	2	11	2
O=C(Nc1ccc(N2CCCC2)c(S(=O)(=O)Nc2cccc(C(F)(F)F)c2)c1)c1ccc2ccccc2n1	-9	-9	-85	-2	-3	-7	-4	-22
O=C(NC1CCCC1)c1ccc(SCCN2CCCCC2)nc1	0	0	7	14	3	3	4	5
O=C(c1ccc2ccccc2n1)N1CCc2[nH]ncc2C1	-1	-3	-18	-8	-6	-5	2	0
CCn1c(NC(=O)c2cccc(Br)c2)c(-c2ccc(Cl)cc2)c(=O)c2ccccc21	-3	15	·	1	2	·	5	25
O=C(NCc1ccc(F)cc1F)c1ccc(-c2cncnc2)nc1	-1	0	-20	-3	-2	-6	-1	-8

Compound profiles, from the list above. Order of screens: UCHL1 inh	USP10 block	USP30 block	OTUD3 inh	USP7 inh	USP28 block	USP8 block	USP17 block
`COc1ccc(OC)c(C2c3c(oc4ccccc4c3=O)C(=O)N2c2nc3ccc(OC)cc3s2)c1` (stereo not drawn) in the list: -3	3	4	1	2	0	-9	5
`CS(=O)(=O)NC[C@@H]1OC[C@H]2CN(Cc3ccccc3)CC[C@H]21` in the list: 0	4	-1	0	-2	-1	-65	-8
`Cc1cnc(N2CC[C@@H]3[C@@H](CO[C@H]3CNS(C)(=O)=O)C2)nc1` in the list: 0	1	-1	4	5	2	-67	-11
`CCN1CC[C@@]2(C(=O)N3CCOCC3)CCN(C(=O)Nc3ccccc3)CC[C@@H]12` in the list: 5	1	20	14	6	12	0	11
`Cc1ccc(CNc2nc3c(-c4ccc(C)cc4)nnn3c3ccccc23)cc1` in the list: -1	3	0	-1	6	-4	4	5
